# STEP block = STEP phosphatase inhibitors, primary screen, biochemical, fluorescence intensity, uHTS; inhibition, % at 20 µM; actives 0.25% (n = 360,000); Tyrosine-protein phosphatase non-receptor type 5 (Homo sapiens), P54829; AID 588621, 2011; recombinant STEP, OMFP fluorogenic substrate;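 active = inhibition at 20 µM, scaled per plate between control wells, above about 37%, limit read from the data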;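 also: 0% = DMSO with enzyme and substrate and 100% = substrate only without enzyme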
#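 material = STEP tyrosine phosphatase | reagent = fluorogenic phosphatase substrate OMFP at 25 µM final | doses = single compound dose of 20 µM, 1% DMSO final | schedule = 20 min reaction, room temperature, in the dark | measured by = fluorescence, 480/540 nm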
# Scp1 inh = Scp-1 phosphatase inhibitors, primary screen, biochemical, colorimetric, uHTS. actives 0.88% (n = 340,000). Recombinant Scp1, phosphopeptide, malachite green phosphate absorbance. Carboxy-terminal domain RNA polymerase II polypeptide A small phosphatase 1 (Homo …. inhibition, % at 20 µM;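 active = inhibition above about 50% at 20 µM, limit read from the data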;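 also: plate controls were DMSO wells with enzyme for no effect and wells lacking enzyme for full effect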
# Target sequence (Q9GZU7 76-261 limits assumed): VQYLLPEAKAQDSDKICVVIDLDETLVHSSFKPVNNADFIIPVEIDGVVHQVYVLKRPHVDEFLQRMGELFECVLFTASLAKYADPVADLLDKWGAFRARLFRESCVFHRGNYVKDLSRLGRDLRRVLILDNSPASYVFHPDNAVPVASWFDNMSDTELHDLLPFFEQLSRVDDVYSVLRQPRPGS
#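 Test system: SCP-1 phosphatase catalytic domain, residues 76-261; measured by: colorimetric phosphate reagent with accelerator and stabiliser, absorbance at 630 nm; timing: enzyme reaction 45 min at room temperature, colour 5 min, stabilisation 30 min; also added: Phosphorylated 17-residue peptide substrate; compound dosing: one concentration, 20 µM, with 1.0% DMSO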
# SUMO1-SIM PPI = modulators of SUMO1 protein-protein interactions, primary screen, biochemical, uHTS. Small ubiquitin-related modifier 1 (Homo sapiens), P63165. SUMO1 binding to a labelled peptide, TR-FRET, 1 h. inhibition, % at 20 µM. actives 0.33% (n = 360,000); in the data active = inhibition above about 37%
# Target sequence (P63165 whole entry, looked up): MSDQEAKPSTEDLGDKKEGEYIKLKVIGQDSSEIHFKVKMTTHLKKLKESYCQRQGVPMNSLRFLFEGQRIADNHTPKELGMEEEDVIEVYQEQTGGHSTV
# MsrA inhibitor = bovine MsrA enzyme inhibitors, primary screen, biochemical, absorbance, HTS; actives 0.75% (n = 360,000); AID 651718, 2012; inhibition, % at 15.5 µM; purified bovine MsrA, absorbance read-out; Methionine sulfoxide reductase A (Bos taurus); in the data active = inhibition above about 4.5%;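 also: 0% = vehicle wells with enzyme and 100% = reference inhibitor wells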
# TbMetRS inhib = T. brucei MetRS inhibitors, primary screen, biochemical, luminescence; methionyl-tRNA synthetase (Trypanosoma brucei brucei); purified T. brucei MetRS, ATP depletion, Kinase-Glo luminescence; inhibition, % at 11.9 µM; actives 0.4% (n = 360,000); AID 624268, 2012;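 active = inhibition above a per-plate cutoff of the control wells' mean inhibition plus 3 SD, cut at about 5.5% in these data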;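 also: 0% = DMSO wells median and 100% = median of wells with control inhibitor compound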
#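 Assay system: T. brucei methionyl-tRNA synthetase, purified | Medium: HEPES buffer with MgCl2, KCl, DTT, spermine, BSA, pyrophosphatase | Compound: 11.9 µM single point | Incubation: 15 min enzyme-compound preincubation, 2 h reaction, 10 min detection, 25 °C | Measured by: Kinase-Glo luciferase luminescence reporting remaining unconsumed ATP | Measure: % inhibition normalized to control-well medians | Replication: Singlicate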
# DNMT1 block = human DNMT1 methyltransferase inhibitors, primary screen, biochemical, molecular beacon, fluorescence, HinP1I cleavage, uHTS; DNA (cytosine-5)-methyltransferase 1 (Homo sapiens), P26358; inhibition (reported as % activation of signal), % at 10 µM; actives 0.83% (n = 360,000); AID 588458, 2011; in the data active = inhibition above about 50%
# CSN inh = inhibitors of CSN-mediated cullin deneddylation, primary screen, biochemical, fluorescence polarization, uHTS; COP9 signalosome complex subunit 5 (Homo sapiens), Q92905; inhibition, % at 12.5 µM; actives 0.38% (n = 360,000); AID 651999, 2013; Purified CSN, SCF-Nedd8-OG deneddylation;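 active = pattern-corrected inhibition above about 35%, with an unprinted fluorescence ratio check between 0.5 and 1.5, limit read from the data, passing the limit was not always enough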;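 also: 0% = enzyme with substrate and 100% = substrate without enzyme; some results filed as inactive read as strong as hits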
# Target sequence (Q92905 whole entry, looked up, one chain of several): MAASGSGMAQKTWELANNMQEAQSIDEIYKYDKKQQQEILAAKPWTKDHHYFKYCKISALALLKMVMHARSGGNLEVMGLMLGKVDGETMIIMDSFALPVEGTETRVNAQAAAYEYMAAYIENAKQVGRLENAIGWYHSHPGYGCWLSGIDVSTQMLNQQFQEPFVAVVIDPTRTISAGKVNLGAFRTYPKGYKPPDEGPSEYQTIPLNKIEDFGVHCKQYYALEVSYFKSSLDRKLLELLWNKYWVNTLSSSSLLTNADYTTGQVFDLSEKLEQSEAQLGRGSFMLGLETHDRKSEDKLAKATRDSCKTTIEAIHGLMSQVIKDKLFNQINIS
#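 Material: purified human Csn5 enzyme expressed in HEK293T cells / Medium: Tris buffer pH 7.5, NaCl, DTT, Tween-20, trehalose, ovalbumin / Compound dosing: 12.5 µM single point / Schedule: 90 min incubation of compound, enzyme and substrate at room temperature / Signal: fluorescence polarization of the substrate / Control set: no-enzyme wells high, enzyme-with-substrate wells low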
# LMPTP inh = LMPTP phosphatase inhibitors, primary screen, biochemical, fluorescence intensity, uHTS; actives 0.22% (n = 360,000); AID 651560, 2012; Low molecular weight phosphotyrosine protein phosphatase (Homo sapiens), P24666; inhibition, % at 20 µM; recombinant LMPTP-A, OMFP fluorogenic substrate;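 active = compounds that cut the enzyme signal by at least half of the control window in the single-dose screen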;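 also: plate controls were DMSO wells with enzyme plus substrate for no effect and substrate without enzyme for full effect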
# Target sequence (P24666 whole entry, looked up): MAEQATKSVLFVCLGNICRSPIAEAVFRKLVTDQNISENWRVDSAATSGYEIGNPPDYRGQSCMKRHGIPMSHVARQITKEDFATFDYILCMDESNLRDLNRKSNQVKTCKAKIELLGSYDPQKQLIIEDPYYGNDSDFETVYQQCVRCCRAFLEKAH
#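 Test system: LMPTP-A phosphatase enzyme. Amount: LMPTP-A at 0.625 nM final in the reaction. Reagent: OMFP substrate, 400 µM final. Times: 50 min at room temperature. Signal: endpoint fluorescence intensity from OMFP dephosphorylation. Read-out basis: % inhibition. Benchmarks: no-enzyme and uninhibited controls.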
# Rpn11 block = Rpn11 (PSMD14) deubiquitinase inhibitors, primary screen, biochemical, fluorescence polarization, uHTS; human 26S proteasome, Ub4-pepOG fluorescence polarization; 20S core pre-blocked with epoxomicin; 26S proteasome non-ATPase regulatory subunit 14 (Homo sapiens), O00487; actives 0.59% (n = 360,000); calls only at 20 µM;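 active = inhibition at 20 µM, scaled to each plate's controls, above about 33%, limit read from the data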
# NadD block = inhibitors of S. aureus NadD, primary screen, biochemical, colorimetric, uHTS. Nicotinate-nucleotide adenylyltransferase NadD (Staphylococcus aureus N315). purified NadD enzyme, colorimetric absorbance read-out. inhibition, % at 20 µM. actives 0.78% (n = 360,000). AID 602399, 2012; in the data active = inhibition above about 26%; also: some compounds past the cut are filed as inactive
# Starred values were filed as active, the others as inactive; i = inactive; / = no result given. The order is random; overall some 3.9% were active at least once.
# Order of values: MsrA inhibitor, STEP block, Rpn11 block, CSN inh, NadD block, LMPTP inh, TbMetRS inhib, Scp1 inh, SUMO1-SIM PPI, DNMT1 block
> O=C(COC(=O)C1COc2ccccc2O1)NC1CCCCC1 (configuration not stated)
    -0.3, 1, i, 3, -2, -0.7, 0.0, -15, 1, -1
> CN1CCN(S(=O)(=O)c2ccc(SCCOc3ccc(Cl)cc3)nc2)CC1
    0.0, 4, i, 3, -9, -0.9, 0.3, -8, 2, -6
> Cc1ccc2[nH]c(=O)c(CN(Cc3ccco3)C(=O)N3CCOCC3)cc2c1
    2.2, -2, i, 0, -1, -0.6, -0.9, 4, 0, 10
> S=C(Nc1ccc(Br)cc1)N1CCn2cccc2C1c1cccnc1 (configuration not stated)
    0.4, 2, i, 2, 2, -0.3, -0.4, 6, -6, -2
> FC(F)(F)c1ccccc1-n1c(-c2cnccn2)n[nH]c1=S
    0.8, 4, i, -3, 5, -1.8, -0.3, -10, 2, -2
> CC(C)c1ccc(/C=C(/C#N)c2nnc(NC(=O)c3ccccc3)s2)cc1
    0.0, 2, i, 2, 7, -2.1, -0.2, -8, 10, 4
> COc1ccc(N2C(=O)CC(NNc3nc4ccccc4s3)C2=O)cc1 (configuration not stated)
    1.1, 1, i, 0, -4, 0.2, -0.1, -4, -3, -3
> O=C(OCC(=O)N1CCCc2ccccc21)c1ccccc1OC(F)F
    -1.0, 0, i, -2, -4, -0.1, -0.1, -5, 4, 1
> O=C(Nc1ccc(F)c([N+](=O)[O-])c1)C(=O)c1c(O)[nH]c2ccccc12
    -1.5, 5, i, -5, 4, 2.0, -0.5, -10, -9, 0
> C=CCNC(=O)CSc1nc2ccccc2c(=O)n1CCc1ccc(OC)c(OC)c1
    0.6, 1, i, -5, 1, -2.0, -0.3, -4, 4, 0
> C=CCC[C@@H](Cc1ccc(F)cc1)C(=O)OC[C@@H](C)NC(=O)[C@H](CC=C)CC(=O)N(CCO)Cc1ccccc1
    1.3, 1, i, -3, -8, 2.0, 0.3, -4, 6, -1
> N/C(=N\OC(=O)CCC1CCCCC1)c1ccccn1
    1.0, 0, i, -1, -1, 0.6, -0.6, -8, 0, 2
> COc1ccc(CCNC(=O)C2CCN(Cc3nc(-c4ccccc4C)oc3C)CC2)cc1OC
    0.4, 5, i, 4, -4, -0.8, -0.5, -2, 1, -3
> CCOC(=O)c1cnc2c(-c3ccc(F)cc3)cnn2c1C(F)(F)F
    /, 0, i, -3, -2, -0.1, -0.5, -5, -2, 2
> CCC(c1nnc(SCc2nc3ccccc3s2)n1Cc1ccccc1)N(C)C (configuration not stated)
    -1.2, 2, i, -4, 2, 1.3, 0.0, -6, -1, -5
> CC(=O)c1ccc(N2CCCCC2)c(F)c1
    0.4, 0, i, -2, 0, 2.1, -0.4, 8, -4, 9
> O=C(Nc1ccc(S(=O)(=O)N2CCOCC2)cc1)c1ccc(Cl)cc1Cl
    -0.3, 1, i, 0, -4, -2.1, 1.0, 1, -3, 12
> CN(C)S(=O)(=O)c1cccc(NC(=O)c2ccc(OC(F)(F)F)cc2)c1
    -1.6, -1, i, -5, -11, 0.3, -0.1, -14, 2, 1
> CCNC(=O)c1cc(Cl)ccc1OC
    1.4, 1, i, -3, -1, -2.6, -0.3, -2, 0, 1
> CCC(CC)C(=O)Nc1cccc(C(=O)NC(C)(C)C)c1
    1.2, 1, i, 7, 3, 1.1, 0.5, -6, 1, 0
> CCN(CC)S(=O)(=O)c1ccc(Cl)c(NC(=O)c2cc(Cl)ccc2Cl)c1
    0.9, 2, i, -1, -2, 2.1, 0.0, -7, 0, 0
> CCOc1ccc(NC(=O)CNC(=O)Cc2ccccc2)cc1
    0.3, 0, i, 0, -5, -1.2, -0.8, 3, 3, 3
> Cc1[nH]c2ccccc2c1C(=O)COC(=O)c1cccc(S(=O)(=O)N2CCCCC2)c1
    1.0, 1, i, -4, 9, 3.8, 0.0, -11, 2, -6
> O/N=C/c1ccc2ccccc2c1
    0.4, 0, i, -4, -3, 0.6, -0.2, -5, -10, 3
> O=c1c2ccccc2nnn1Cc1ccccc1Cl
    -0.1, 2, i, 6, -1, 0.4, -1.0, -2, -6, 0
> CCCn1ncc(C(=O)NC2CCCN(Cc3ccc(Cl)cc3)C2)c1C (configuration not stated)
    -0.1, 2, i, -5, 1, -0.7, 1.1, -6, 1, 0
> COc1ccc(S(=O)(=O)CCC(=O)Nc2c(C)n(C)n(-c3ccccc3)c2=O)cc1
    0.6, -1, i, 2, 10, -0.7, -1.5, 55*, 2, 3
> CCn1c(-c2ccccc2)csc1=Nc1ccc(S(=O)(=O)O)cc1
    0.1, -2, i, -4, 0, 0.6, -0.1, -3, 3, 2
> CN1CCC(C2(O)c3ccccc3CSc3sccc32)CC1 (configuration not stated)
    -0.7, 0, i, -1, -4, -0.4, -0.3, -3, 5, 3
> O=C(Cn1c(CN2CCCCC2)nc2ccccc2c1=O)NCc1ccco1
    -1.4, -2, i, 4, 4, -1.6, -0.4, -5, -3, 3
> COc1cccc(-c2nn(-c3ccccc3)cc2/C=C(/NC(=O)c2ccccc2)C(=O)O)c1
    -0.2, -1, i, -2, 2, 0.0, -0.1, -12, 0, 0
> CC(C)(CNC(=O)c1sc2cc(F)ccc2c1Cl)N1CCOCC1
    -0.8, -3, i, -2, 3, 0.8, -0.5, 0, -8, -4
> Nc1c(C(=O)c2ccc(Br)cc2)oc2ccccc12
    -0.2, 43*, i, -7, -3, -0.1, -0.1, -10, -6, -4
> COc1ccc(S(=O)(=O)NCC(=O)N(Cc2ccco2)C(C(=O)NC(C)(C)C)C(C)C)cc1 (configuration not stated)
    0.6, -2, i, -1, 2, 0.4, 0.0, -4, 1, -2
> O=C(CSc1nc2ccccc2c(=O)n1CC1CCCO1)NCc1ccc2c(c1)OCO2 (configuration not stated)
    -0.4, -1, i, 6, -3, 0.3, -1.5, 4, 0, 3
> O=C(NCCCn1ccnc1)/C(=C\c1cccs1)NC(=O)c1ccccc1
    1.1, 2, i, -4, -1, -3.4, -1.1, -7, -7, 4
> CC(C)CN(C(=O)CSc1nncs1)c1c(N)n(CC(C)C)c(=O)[nH]c1=O
    -0.3, -2, i, -6, -1, 0.0, -0.3, -8, 1, 1
> CCOc1ccc(CNC2CCCc3ccccc32)cc1 (configuration not stated)
    0.9, -1, i, 8, -2, -1.3, -1.3, 2, 1, 5
> CCN1C(=O)[C@H]2[C@@H](c3ccc(-c4ccccc4)c(OC)c3)N[C@@](Cc3ccccc3)(C(=O)OC)[C@H]2C1=O
    -0.2, -2, i, 1, 3, 3.9, 0.4, -8, 5, -3
> CCOc1cc(NS(C)(=O)=O)c(OCC)cc1NC(=O)c1cccs1
    1.1, 4, i, -2, 5, -0.5, -0.1, -10, 2, -9
> O=C(Cc1ccccc1)Nc1ccccc1CO
    0.8, -2, i, -5, -5, -1.1, -0.9, 0, 0, -2
> COc1cc(-c2nnc(-c3cccnc3)o2)cc(OC)c1OC
    0.3, 1, i, 5, -3, 0.5, -0.7, -3, 0, 2
> CCOC(=O)c1cn(Cc2ccc(Cl)cc2Cl)c2cc(C)nn2c1=O
    -0.1, -1, i, 1, 1, -2.0, -0.7, -4, 3, -2
> O=C(CNc1ccc(Br)cc1)Nc1ccc(S(=O)(=O)N2CCCC2)cc1
    0.0, -1, i, 2, 3, 2.1, -0.1, -11, -1, -12
> Cc1ccc[n+](CC(=O)c2cc3ccccc3oc2=O)c1
    -1.3, 1, i, 8, -1, -1.1, -0.4, -11, -17, 6
> COc1ccc(NC(=O)CCS(=O)(=O)c2ccccc2)c(OC)c1
    -1.0, -4, i, -5, -3, -1.0, -0.3, -4, 7, 2
> COc1ccc(NC(=O)CSc2nccn2Cc2ccco2)cc1OC
    -1.0, -2, i, 2, 2, -0.1, 0.1, -2, 0, -1
> Cc1ccn2c(Cc3ccccc3)c(-c3ccc(F)cc3)nc2c1
    0.1, 2, i, 1, 0, 1.3, 0.1, /, 6, 13
> COCCn1cc(C(=S)N2CCCCC2)c2ccccc21
    1.4, 2, i, -6, 4, 0.4, 0.4, 2, 0, 0
> CCOC(=O)C1CCN(C(=O)Cc2ccc(-c3ccccc3)cc2)CC1
    1.8, 1, i, 0, -4, 1.7, 0.1, -1, 7, -1
> CC(C)NC(=O)COC(=O)c1cc(F)c(F)cc1Cl
    -2.2, -4, i, 4, 0, -0.7, -1.4, -1, -1, 2
> CC(=O)OCC(=O)Nc1ccc(C(C)=O)cc1
    0.6, -1, i, 3, 3, -0.9, -0.8, 15, -1, 2
> O=C(Cn1ccc([N+](=O)[O-])n1)NCc1ccco1
    -0.6, -1, i, 0, 2, -0.9, -0.2, -4, -5, 2
> COc1ccc(C2CC(O)(c3ccccc3)Oc3c(C)ccc(C)c32)cc1 (configuration not stated)
    0.6, 0, i, -3, -6, 2.7, -0.5, 1, -2, 1
> CCOC(=O)Cc1nnc2c(Nc3ccc(C)cc3)nc3nonc3n12
    1.7, 3, i, -5, 2, -2.3, 0.2, 8, -20, -3

# Profiles as entered above. Values in the order: MsrA inhibitor	STEP block	Rpn11 block	CSN inh	NadD block	LMPTP inh	TbMetRS inhib	Scp1 inh	SUMO1-SIM PPI	DNMT1 block
# `CCOc1cc(NS(C)(=O)=O)c(OCC)cc1NC(=O)c1cccs1` as listed: 1.1	4	i	-2	5	-0.5	-0.1	-10	2	-9
# `CCOC(=O)c1cn(Cc2ccc(Cl)cc2Cl)c2cc(C)nn2c1=O` as listed: -0.1	-1	i	1	1	-2.0	-0.7	-4	3	-2
